Efa HMGR inh – inhibitors of E. faecalis class II HMGR, primary screen, biochemical, Enterococcus faecalis. purified E. faecalis HMGR, NADPH absorbance 340 nm kinetic. inhibition, % at 10 µM. hit rate 0.41% among 190,000. AID 1066, 2008;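 active means inhibition above a set limit, the median over all tested compounds plus 3 SD, cut at about 9.5% in these data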;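 further: enzyme runs in reverse so mevalonate oxidation gives rising NADPH absorbance; 0% = complete reaction with DMSO and 100% = background rate lacking mevalonate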
G6PDH CS – L. mesenteroides G6PDH inhibitors, counter-screen for G6PDH-coupled screening assays, biochemical, Leuconostoc mesenteroides enzyme; inhibition, % at 5 µM; hit rate 0.12% among 200,000; Purified L. mesenteroides G6PDH, diaphorase/resazurin coupled fluorescence, 45 min; glucose-6-phosphate dehydrogenase [Leuconostoc mesenteroides]; in the data active means inhibition above about 50%
APP 5UTR inh – inhibitors of APP translation via 5'UTR reporter, primary screen, APP 5'UTR luciferase, SH-SY5Y cells. SH-SY5Y APP 5'UTR-luciferase reporter, luminescence. inhibition, % at 2 µM. hit rate 0.82% among 190,000. AID 1285, 2008;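 active means inhibition above a set limit, derived from the sample mean plus 3 SD, cut at about 45% in these data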; further: values of inactives mirror those of a sister screen read the other way
FLuc inh counter – firefly luciferase enzyme inhibitors, primary screen, artefact control for luciferase-based inhibitor screens, biochemical, luminescence, ATPLite; Luciferin 4-monooxygenase (Photinus pyralis), P08659; 10 min; inhibition, % at 10 µM; hit rate 1.5% among 200,000; AID 1006, 2008;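 active means inhibition above about 50% when tested at 10 µM, limit read from the data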
Target sequence (P08659 whole entry, looked up): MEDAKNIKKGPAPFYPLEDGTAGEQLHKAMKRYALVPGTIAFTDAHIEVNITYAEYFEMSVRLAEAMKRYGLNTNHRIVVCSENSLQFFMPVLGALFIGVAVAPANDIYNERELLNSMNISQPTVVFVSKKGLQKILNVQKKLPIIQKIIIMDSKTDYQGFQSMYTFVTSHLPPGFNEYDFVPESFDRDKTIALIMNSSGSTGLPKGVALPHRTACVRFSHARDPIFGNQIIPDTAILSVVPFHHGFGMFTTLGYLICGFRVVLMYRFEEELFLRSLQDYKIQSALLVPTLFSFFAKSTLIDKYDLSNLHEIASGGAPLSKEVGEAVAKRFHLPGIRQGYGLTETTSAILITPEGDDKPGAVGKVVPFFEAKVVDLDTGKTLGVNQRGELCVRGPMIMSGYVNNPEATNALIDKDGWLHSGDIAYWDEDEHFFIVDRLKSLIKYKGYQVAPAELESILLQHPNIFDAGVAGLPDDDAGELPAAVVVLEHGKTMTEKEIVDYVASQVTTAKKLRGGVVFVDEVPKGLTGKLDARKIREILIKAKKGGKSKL
Hsp70 activator – Hsp70 transcriptional activators, primary screen, cell-based, HeLa, Hsp70 promoter luciferase, luminescence, 10 µM; HeLa Hsp70 promoter luciferase reporter; scaled: vehicle 0, proteasome-inhibitor control 100%; activation, % at 10 µM; hit rate 0.04% among 200,000; AID 1203, 2008;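 active means activation above the mean across all tested compounds plus 3 SD, cutoff set per campaign, cut at about 5.5% in these data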;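 further: 100% = MG132 at 30 µM as the positive control and 0% = DMSO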
NF-kB expr up – activators of NF-kB expression in neurons, primary screen, cell-based, HTS. human neuronal cells, NF-kB reporter expression; hits give high values. fold change at 12.5 µM. hit rate 1.6% among 190,000. AID 1239, 2008; in the data active means fold change above about 3.3
STAT1 act – STAT1 signaling activators, primary screen, cell-based, HTS, luciferase reporter; activation (% of control), % at 5.5 µM; hit rate 2.6% among 200,000; NIH 3T3 STAT1-luciferase reporter, IFN-gamma, luminescence; 100% = IFN-gamma alone, no compound;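 active means activation above the screen-wide mean activation plus 3 SD, cut at about 130% in these data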;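 further: raw ratio to IFN-gamma control signal so 100% means no change and 0% no light; values of inactives mirror those of a sister screen read the other way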
APP 5'UTR act – activators of APP 5'UTR luciferase reporter, primary screen, SH-SY5Y cells; activation, % at 2 µM; hit rate 1% among 190,000; AID 1276, 2008; SH-SY5Y APP 5'UTR luciferase reporter, luminescence; zero percent = DMSO vehicle wells;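 active means activation above a set limit, based on mean plus 3 SD of controls, cut at about 140% in these data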; further: values of inactives mirror those of a sister screen read the other way
FLuc act counter – FLuc activators, initial screening, artefact control for FLuc-dependent activation tests, biochemical, ATPlite luminescence | Luciferin 4-monooxygenase (Photinus pyralis), P08659 | ATPlite luciferase biochemical, 10 min; 0 = ATP-free wells, 1 = DMSO control | activation factor at 10 µM | 200,000 tested, under 10 active | AID 1027, 2008;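 active means luciferase activation factor, scaled between plate controls, of at least 2 with compound at 10 µM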
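Material: Luciferase/luciferin reagent mix | Doses: Test compounds dosed from 2 mM stocks in 100% DMSO | Timing: 10 min incubation after luciferase reagent addition, room temperature | Measured by: Luminescence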
DTT redox prof – compounds producing H2O2 with reducing agent – biochemical, NIH compound library profiling, artefact control for MLSCN library redox annotation, primary screen; DTT-dependent redox cycling H2O2, phenol red/HRP absorbance; 100% = 100 µM peroxide control, 0% = buffer; activation, % at 10 µM; hit rate 0.03% among 200,000; AID 878, 2007;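 active means activation of at least 50% relative to the plate's high and low controls in the primary single-dose screen; inactive means activation below 50%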;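 further: compound incubated with DTT at 0.8 mM final as the reducing agent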
Active calls of the source: *; x = not tested or not shown.

SMILES	Efa HMGR inh	G6PDH CS	APP 5UTR inh	FLuc inh counter	Hsp70 activator	NF-kB expr up	STAT1 act	APP 5'UTR act	FLuc act counter	DTT redox prof
Cn1c2ccccc2c2c(C(=O)O)cn(C3CCCC3)c(=O)c21	-8	10	-2	1	-0.1	0.98	105	2	1	0.8
C/C(O)=C(/C=NCC(=O)O)C(=O)Nc1nccs1	-4	6	-7	-8	-0.2	1.6	99	7	1.1	-0.3
CCCCN1C(=O)c2ccccc2C1C(=O)NC1CCCC1 (centres undefined)	1	3	-5	-9	-0.1	1	94	5	1.1	-0.6
Cc1ccc(N(CC(O)COCc2ccco2)S(=O)(=O)c2ccc(C)cc2)cc1 (centres undefined)	-11	3	3	-2	-0.2	1.2	104	-3	1	1.2
CCc1cc(C(=O)N2CCCC(C(=O)c3cccc(OC(C)C)c3)C2)n(C)n1 (centres undefined)	0	8	13	-4	-0.2	0.92	95	-13	1	-0.2
Cc1nn(-c2ccccc2)c(C)c1/C=N/NC(=O)CSc1nnc(-c2ccccc2)n1-c1ccc(Cl)cc1	-5	9	-1	-3	-0.4	0.79	103	1	1	2.1
CCCCN1CC(COc2ccccc2)OC1=O (centres undefined)	2	9	-9	-4	0.2	1.1	97	9	1	3.3
CCOC(=O)c1cc2c(=O)n3ccccc3nc2n(CC(C)C)c1=NC(=O)c1ccco1	-2	-40	3	-4	-0.3	0.51	85	-3	1	0.3
N#Cc1ccccc1OCCN1C(=O)c2ccccc2C1=O	0	4	5	-2	0.2	1.7	112	-5	1	-0.2
CC(=O)c1nn(-c2cccc(Br)c2)cc1C(=O)c1ccc(Cl)cc1	1	3	17	-9	0.5	1	100	-17	1.1	0.4
O=C(OCc1ccc(F)cc1)c1ccc2ccccc2n1	-5	-2	-8	24	0.1	1.6	115	8	0.8	-0.5
Cc1nc2c(-c3ccc(F)cc3)c(C)nn2c(C)c1CCC(=O)NCc1ccco1	-4	4	6	-4	-0.3	1.2	95	-6	1	-3.2
Cc1ccc(Cn2ncn3c(cc4ccccc43)c2=O)cc1	-1	2	4	-4	0.0	1.2	102	-4	1	1.9
COc1ccc(-n2c(-c3ccc(C)cc3)n[nH]c2=S)cc1	-1	11	1	12	-0.1	1.2	100	-1	0.9	-0.6
O=C(NN=C1C2CC3CC1CC(Cl)(C3)C2)c1ccccn1	-5	4	-159	3	0.1	1.6	121	159*	1	-2.2
CC(CCn1cccn1)NC(=O)c1cc(COc2ccc(F)cc2F)on1 (centres undefined)	-3	11	14	-2	-0.2	0.98	93	-14	1	-0.8
O=C(Oc1ccc(N(C(=O)c2ccncc2)S(=O)(=O)c2ccc(F)cc2)cc1)c1ccncc1	-5	4	-12	-8	-0.3	x	100	12	1.1	-0.6
COc1ccc(C(=O)C2CCCN(C(=O)C3=CCCC3)C2)c(C)c1 (centres undefined)	-2	6	-12	-4	-0.4	1	90	12	1	0.0
CCOC(=O)c1c(N=CN(C)C)c(C#N)n2c1CCC2	1	2	-23	0	-0.3	1.2	100	23	1	1.8
O=[N+]([O-])c1cc2c(cc1/C=N/Nc1nc(Nc3ccccc3)nc(N3CCCCC3)n1)OCO2	-5	-3	-6	3	-0.1	1	108	6	1	-5.5
Cc1ccccc1-c1nc(CS(=O)CC(=O)NCCN2CCOCC2)c(C)o1 (centres undefined)	-5	-2	-31	-4	0.3	0.92	100	31	1	-1.2
CSc1nsc(/C=C/Nc2ccc(C)c(C)c2)c1C#N	-1	-4	-4	2	-0.4	1.2	97	4	1	-1.1
O=C(COc1ccc(Cl)cc1Cl)N1CCCCCC1	0	3	-4	-7	-0.1	1.6	104	4	1.1	-0.4
Fc1ccc(NCc2n[nH]c(=S)n2Cc2ccccc2)cc1	3	-2	-11	-3	0.2	1	105	11	1	-0.5
CCOC(=O)n1cc(-c2cnc(CNC(=O)C(C)(c3ccccc3)c3ccccc3)o2)c2ccccc21	-10	12	15	-4	0.0	1.1	94	-15	1	0.2
O=C(CN1CCN(C2CCCCC2)CC1)Nc1ccccc1N1CCCCC1	0	3	-23	0	-0.2	0.66	97	23	1	-0.3
N#Cc1cc(-c2ccccc2)oc1NC(=O)c1ccccc1	-7	3	12	-7	-0.3	1.1	104	-12	1.1	-0.1
CCOc1ccccc1N(CC(=O)OC)S(=O)(=O)c1ccccc1	-1	4	0	-7	-0.1	0.81	94	0	1.1	2.9
Cc1nn(-c2ccccc2)c(N)c1Sc1ccccc1[N+](=O)[O-]	2	15	-21	-6	-0.3	0.63	100	21	1.1	0.3
CCOC(CNC(=O)c1cc(C)nn1-c1ccccc1)OCC	-1	-4	1	-1	0.1	1.1	97	-1	1	0.2

Only NF-kB expr up and DTT redox prof, for six of the compounds above:
compound,NF-kB expr up,DTT redox prof
Cc1ccc(Cn2ncn3c(cc4ccccc43)c2=O)cc1,1.2,1.9
Cc1ccc(N(CC(O)COCc2ccco2)S(=O)(=O)c2ccc(C)cc2)cc1 (centres undefined),1.2,1.2
CC(CCn1cccn1)NC(=O)c1cc(COc2ccc(F)cc2F)on1 (centres undefined),0.98,-0.8
CCCCN1C(=O)c2ccccc2C1C(=O)NC1CCCC1 (centres undefined),1,-0.6
O=[N+]([O-])c1cc2c(cc1/C=N/Nc1nc(Nc3ccccc3)nc(N3CCCCC3)n1)OCO2,1,-5.5
Cn1c2ccccc2c2c(C(=O)O)cn(C3CCCC3)c(=O)c21,0.98,0.8

Other results follow:
SMILES	Efa HMGR inh	G6PDH CS	APP 5UTR inh	FLuc inh counter	Hsp70 activator	NF-kB expr up	STAT1 act	APP 5'UTR act	FLuc act counter	DTT redox prof
Cc1ccc(S(=O)(=O)Nc2cc(C(F)(F)F)ccc2N2CCOCC2)cc1C	-3	6	-28	-2	-0.2	1.1	102	28	1	-0.1
c1cc(-c2noc(CC3CCCCC3)n2)ccn1	x	7	-5	-8	0.1	1.3	110	5	1.1	1.7
CN(C)C(=O)c1cc(Cl)ccc1Sc1cc(Cl)ccc1Cl	-3	2	-3	-6	-0.5	0.96	95	3	1.1	0.4
CC(=O)Nc1ccc(NC(=O)CN(c2cccc(C)c2)S(C)(=O)=O)cc1	0	4	-19	-8	-0.2	0.92	99	19	1.1	0.2
COc1ccc(CC2(C)OC(c3ccc(C)cc3)=NN2C(C)=O)cc1 (centres undefined)	1	4	1	-8	-0.4	1	98	-1	1.1	-0.2
CC(C)Oc1cc(NC(=O)CS(=O)CC(=O)Nc2cccc(C(F)(F)F)c2)c(Cl)cc1Cl (centres undefined)	-1	3	5	-1	-0.4	0.94	103	-5	1	0.4
Cc1noc(C)c1COC(=O)c1ccc(S(=O)(=O)N2CCCCC2)cc1	2	0	6	-4	-0.3	1	93	-6	1	-1.2
CCCc1nnc(NC(=O)c2cccc(OC)c2)s1	2	8	-37	6	0.2	2.2	134*	37	0.9	0.0
O=C(O)CCC/C=C\C[C@@H]1[C@@H](/C=C/[C@@H](O)COc2cccc(Cl)c2)[C@H](O)C[C@@H]1O	-1	7	5	-6	-0.2	1.3	97	-5	1.1	2.9
O=C(O)CCC(=O)c1c[nH]c2ccccc12	2	-18	-2	-4	0.0	1.1	103	2	1	2.7
COc1ccc(-c2noc(CCCC(=O)N3CCOCC3)n2)cc1	-7	5	12	-5	0.6	x	93	-12	1.1	-0.9
CC1(O)N(Cc2ccccc2)C(=O)OC12CCCCC2 (centres undefined)	-4	-7	4	-13	-0.1	1.2	104	-4	1.1	-0.9
O=C1CCCN1c1ccc(S(=O)(=O)N2CCN(c3ccccc3)CC2)cc1	-2	14	-12	-1	0.2	1.1	93	12	1	0.0
CCOc1ccccc1NC(=O)CN(c1ccc(C)cc1)S(=O)(=O)c1c(C)noc1C	-1	-4	-35	-5	-0.3	0.71	93	35	1	2.3
CCC1CCCCN1C(=O)CSc1nc(N)c(NC(=O)c2ccc(OC)c(OC)c2)c(=O)[nH]1 (centres undefined)	-4	15	14	-6	0.4	0.95	102	-14	1.1	0.1
CC(=O)Oc1ccc(C(=O)[C@H]2[C@H]3C(=O)N(c4cccc5ccccc45)C(=O)[C@H]3[C@@H]3C=CC=NN32)cc1	-4	-1	-9	-1	-0.1	1.2	93	9	1	0.0
Cc1ccc(Oc2c(CO)c(-c3ccccc3)nn2C)cc1	-3	7	10	-2	0.3	1.1	96	-10	1	-1.7
O=C(/C=C/c1ccccc1[N+](=O)[O-])OC1CCCCC1=O (centres undefined)	-3	3	-51	8	0.0	1.7	95	51	0.9	-0.1
CCN(C(=S)Nc1cccc(C)c1)c1ccccc1	-11	8	7	-6	-0.3	1.1	98	-7	1.1	-0.5
COc1cc(/C=N/NC(=O)c2sc(N)c(C#N)c2C)cc(Br)c1O	-4	5	-7	-8	-0.2	0.7	108	7	1.1	-3.9
CCC(=O)N1CCc2cc(S(=O)(=O)CCC(=O)NC(C)CC)ccc21 (centres undefined)	-4	4	-8	-7	-0.2	1.1	100	8	1.1	0.0
CCCCCOC(=O)Cc1c(O)c2ccccc2[nH]c1=O	-7	-1	-7	1	0.2	1	104	7	1	0.9
FC(F)(F)c1cc(-c2ccco2)nc(-n2nnc3ccccc32)n1	-7	-32	18	-4	-0.3	1.1	107	-18	1	-1.8
CCOC(=O)c1c(NC(=O)C2CCCO2)sc(C(=O)OC(C)(C)C)c1C (centres undefined)	0	0	0	-6	0.2	1.1	92	0	1.1	-2.0

STAT1 act, what is marked active above
SMILES,Efa HMGR inh,APP 5UTR inh,Hsp70 activator,NF-kB expr up,STAT1 act,APP 5'UTR act,DTT redox prof
CCCc1nnc(NC(=O)c2cccc(OC)c2)s1,2,-37,0.2,2.2,134*,37,0.0

Compounds as they come, and some 5.3% of all compounds hit somewhere here.
